Compound activity (PubChem BioAssay)
human PMI inhibition = MPI enzyme activity inhibition – biochemical, fluorescence intensity, coupled assay, primary screen (AID 1209) | purified PMI enzyme, coupled fluorescence intensity; higher % means a stronger effect | inhibition, % at 20 µM, or IC50 in µM where a hit was titrated | 190,000 compounds, 0.42% hits;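 note: plate controls were DMSO vehicle for no effect and wells lacking substrate for full effect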
human PMI inhibitors = human PMI inhibitors, high substrate, primary screen, biochemical, fluorescence intensity, high mannose 6-phosphate (AID 1220) | recombinant PMI enzyme, coupled fluorescence intensity; higher % means a stronger effect | one-dose inhibition, % at 20 µM; IC50 in µM for titrated hits | 190,000 compounds, 0.66% hits
XIAP displacement = XIAP antagonists, biochemical, IAP family, fluorescence polarization (AID 1018); XIAP BIR domain, fluorescence polarization peptide displacement; higher % means a stronger effect; displacement, % at 20 µM, or IC50 in µM where a hit was titrated; 200,000 compounds, 0.007% hits; in the data active = displacement above about 50%; note: a part of the inactive calls stands beside numbers as strong as those of hits
WT yeast gro inh = growth inhibition of WT yeast, mitochondrial fusion screen. mitochondrial fusion phenotypic screen, WT strain. inhibition, % at 10 µM. 190,000 compounds, 2.1% hits. AID 1362; in the data active = inhibition above about 58%; tested in S. cerevisiae
SIAH1 antagonists = Siah-1 peptide-binding antagonists, primary screen, biochemical, fluorescence polarization, rhodamine-plectin, uHTS (AID 1817) | 290,000 compounds, 0.02% hits | Siah-1 / rhodamine-plectin peptide fluorescence polarization; higher % means a stronger effect | displacement, % at 20 µM; hits with a dose series show IC50 in µM;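 active = displacement of at least 50% at 20 µM, with a fluorescence ratio check between 0.3 and a set limit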;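 note: plate controls were Siah plus tracer with DMSO for no effect and tracer alone without Siah for full effect; strong numbers were not always called active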
Salmonella PhoP GFP = PhoP-dependent GFP reporter repression – Salmonella Typhimurium, primary screen (AID 1863) | S. Typhimurium PhoP-regulated promoter GFP reporter, 4 h; higher % means a stronger effect | inhibition, % at 50 µM, or IC50 in µM where a hit was titrated | 300,000 compounds, 0.16% hits;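 active = inhibition over 29.93%, a cutoff 3 SD above the screen mean, later confirmed by dose response; inconclusive = inhibition over 29.93% but no dose response follow-up; inactive = inhibition at most 29.93% or unconfirmed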;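 note: 0% = low Mg2+ inducing control and 100% = high Mg2+ repressing control; strong numbers were not always called active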
RSV CPE inhibition = RSV antiviral activity via CPE protection, HEp-2 cells, primary 10 µM value included (AID 2391) | 310,000 compounds, 0.13% hits | HEp-2 cells, RSV-induced CPE inhibition; higher % means a stronger effect | one-dose CPE inhibition, % at 10 µM; IC50 in µM for titrated hits; in the data active = a potency from the dose series; inconclusive = CPE inhibition mostly from about 23% at the one dose, without a potency; inactive = the rest, 99 in 100 with CPE inhibition below about 21%; note: strong numbers were not always called active
TNAP activators = human TNAP enzyme activators, primary screen, biochemical, luminescent, no phosphate acceptor, uHTS (AID 1001) | purified TNAP, luminescent activation assay, no phosphate acceptor; higher activation fold means a stronger effect | activation fold at 20 µM; hits with a dose series show EC50 in µM | 200,000 compounds, 0.03% hits; in the data active = activation fold from about 3, or a potency from the dose series; inactive = the rest, 99 in 100 with activation fold below about 1.6; note: many of its hits are not listed in these tables
Myeloid diff 2 = promotes myeloid progenitor differentiation; 360,000 compounds, 1% hits; AID 624256; ER-HoxA9 myeloid progenitors, lysozyme-GFP differentiation, flow cytometry; calls only at 10 µM;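 active = normalized GFP-positive differentiation at or above the plate's own cutoff, the solvent-only control mean plus 3 SD; inconclusive = no clear call, values can overlap the other calls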;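 note: cells exposed to compound for four days before flow analysis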
WT yeast gro inh mutant strain = further read-out of WT yeast gro inh, marked with its call; inhibition, %; mitochondrial fusion phenotypic screen, mutant strain inhibition
Myeloid diff 2 GFP+ MAC1+ % = further read-out of Myeloid diff 2, marked with its call; GFP+ MAC1+ double positive, %; measured here: differentiation confirmed by MAC1 staining
Active calls of the source: *; i = inactive; u = inconclusive; x = no result given; + = active, no number. Cut-off read from the data, not from the text of the source, unless noted: active = inhibition above about 50%; inactive = the rest.

SMILES	human PMI inhibition	human PMI inhibitors	XIAP displacement	WT yeast gro inh	WT yeast gro inh mutant strain	SIAH1 antagonists	Salmonella PhoP GFP	RSV CPE inhibition	TNAP activators	Myeloid diff 2	Myeloid diff 2 GFP+ MAC1+ %
Nc1nc(Cl)cc(Oc2ccccc2F)n1	x	x	x	x	x	4%	-7%	2.3%	x	i	0.5
O=C(CCc1nc2ccccc2c(=O)[nH]1)N1CCN(S(=O)(=O)c2cccc(F)c2)CC1	x	x	x	x	x	0%	-4%	0.2%	x	i	0.0
O=C(Nc1cccc(F)c1)N1CCN(C/C=C/c2ccccc2)CC1	8%	8%	-2.0%	3	-14	-6%	18%	1.0%	1	i	0.4
CCOc1cc2c(cc1OCC)C(c1ccc(OC)cc1)N(c1ccccc1)C(=O)C2 (stereo not given)	11%	1%	-1.6%	20	1	3%	1%	4.0%	1.1	i	0.9
CC1(C)C(CSc2nc3ccccc3[nH]2)C1(Cl)Cl (stereo not given)	0%	3%	0.5%	35	26	-2%	10%	1.1%	1.8	i	0.1
C/C(=C\C(=O)c1ncc(C(F)(F)F)cc1Cl)N(C)C	-2%	-1%	-5.7%	2	7	14%	-3%	3.4%	1.1	i	0.2
O=C(O)[C@H](Cc1ccccc1)N1Cc2ccccc2C1=O	-6%	-3%	2.3%	0	-2	2%	16%	2.7%	1.2	i	1.2
O=c1cc(CNCCCO)c2ccccc2[nH]1	0%	-4%	-3.7%	-11	-4	0%	-19%	1.4%	1	i	0.4
c1ccc(Cc2nnc(Sc3ccccc3)c3ccccc23)cc1	10%	10%	-0.9%	42	38	0%	-8%	5.9%	1.1	i	5.0
Cc1ccc(N2C=Nc3ccc(C)c4nc(C)cc2c34)cc1	2%	-11%	-3.8%	-22	-49	-3%	4%	43%	1	i	0.5
Nc1[nH]ncc1N=Nc1ccc(Cl)cc1	-13%	-12%	-5.2%	5	15	-4%	21%	21%	1.3	i	0.6
CS(=O)(=O)Nc1ccccc1C(=O)N1CCN(c2ccccc2)CC1	0%	-2%	-1.7%	-6	-10	6%	3%	-0.1%	1	x	x
COc1ccccc1/C=N/OCC(=O)NCc1ccc2c(c1)OCO2	10%	6%	-13%	-1	-7	-2%	-1%	1.8%	1.1	i	0.6
O=c1[nH]c(C2CCN(S(=O)(=O)c3ccc(C(F)(F)F)cc3)CC2)nc2c1nnn2Cc1ccc(F)cc1	x	x	x	x	x	-1%	11%	4.5%	x	i	0.6
O=C(NCc1ccccn1)c1n[nH]c(=O)c2ccccc12	x	x	x	x	x	-3%	-6%	0.7%	x	i	0.5
N#CC1(c2ccccc2)CCC(NCCc2ccccc2)CC1 (stereo not given)	x	x	x	x	x	-1%	6%	-1.5%	x	i	0.3
O=C(Oc1cccc2c(OC(=O)N3CCOCC3)cccc12)N1CCOCC1	8%	2%	0.9%	10	6	4%	-3%	1.9%	1.2	i	0.3
O=C(NCC1CCCO1)/C(=C/c1ccccc1)NC(=O)c1ccccc1 (stereo not given)	14%	4%	-8.5%	-4	3	3%	-7%	0.8%	1.1	i	0.0
O=C(CCN1CCOCC1)N1CCCC(Nc2cccc(F)c2)C1 (stereo not given)	x	x	x	x	x	0%	0%	0.5%	x	i	0.0
Cc1cc(-n2c(C)cc(C(=O)COc3ccc4ccc(=O)oc4c3)c2C)no1	1%	10%	-3.4%	5	8	-2%	5%	5.8%	1.1	x	x
CC(C)(C)c1ccc(OCCON2C(=O)CCC2=O)c(Cl)c1	-4%	-3%	-4.1%	19	14	4%	-1%	0.4%	1.2	i	0.9
COC(=O)c1ccc(Cl)c(-c2ccc(/C=N/NC(=O)Nc3ccccc3)o2)c1	-4%	-7%	1.0%	8	24	2%	0%	10%	1.1	i	0.3
CCC(C)NS(=O)(=O)c1ccc(N)cc1 (stereo not given)	-9%	-2%	-6.6%	9	-3	6%	2%	3.2%	1.1	i	0.1
COc1ccc(OC)c(C2=NS(=O)(=O)N(C)C(C(=O)N3CCC4(CC3)OCCO4)=C2)c1	x	x	x	x	x	-2%	-5%	0.6%	x	i	3.8
Oc1oc(-c2ccccc2)nc1C=Nc1cccc2ccccc12	32%	32%	-3.6%	43	45	11%	-17%	2.8%	0.9	i	8.7

The last 2 compounds of the section before open the next one.
SMILES	human PMI inhibition	human PMI inhibitors	XIAP displacement	WT yeast gro inh	WT yeast gro inh mutant strain	SIAH1 antagonists	Salmonella PhoP GFP	RSV CPE inhibition	TNAP activators	Myeloid diff 2	Myeloid diff 2 GFP+ MAC1+ %
COc1ccc(OC)c(C2=NS(=O)(=O)N(C)C(C(=O)N3CCC4(CC3)OCCO4)=C2)c1	x	x	x	x	x	-2%	-5%	0.6%	x	i	3.8
Oc1oc(-c2ccccc2)nc1C=Nc1cccc2ccccc12	32%	32%	-3.6%	43	45	11%	-17%	2.8%	0.9	i	8.7
O=C(CSc1nnc(-c2ccco2)n1-c1ccccc1Cl)Nc1cccc(C(=O)O)c1	x	x	x	x	x	-4%	-7%	0.7%	x	i	0.0
O=C(NCc1ccccc1)c1cccc(S(=O)(=O)N2CCCCC2)c1	x	x	x	x	x	-2%	0%	2.8%	x	i	2.9
OCC1CCCN(C(=S)Nc2ccc(OC(F)F)cc2)C1 (stereo not given)	11%	12%	0.8%	-11	5	8%	-3%	5.2%	1.2	i	0.8
O=C(CSCC(=O)Nc1nc(-c2ccc3c(c2)OCO3)cs1)Nc1nccs1	10%	6%	-15%	4	-1	-7%	-4%	1.1%	1.1	i	2.1
COc1ccc(OC)c(CNS(=O)(=O)c2cn(C)cn2)c1	x	x	x	x	x	4%	11%	-0.5%	x	i	5.1
O=C(c1ccoc1)N1CCC2(CC1)Oc1ccc(Cl)cc1C(=O)C21CC(c2cccnc2)=NO1 (stereo not given)	x	x	x	x	x	8%	-1%	4.1%	x	i	1.8
COc1ccc(C2CC(C(F)(F)F)n3nc(CO)c(Cl)c3N2)cc1OC (stereo not given)	5%	17%	-3.9%	1	-1	0%	-10%	0.8%	1.1	i	1.2
C=CCN=c1scc(-c2ccccc2)n1/N=C/c1ccccn1	7%	-2%	-1.7%	75*	35*	17%	-4%	u	1.1	+	9.1*
CCNC(=O)CC1C(=O)N(c2ccc(C)cc2)C(=O)N1CCOC (stereo not given)	x	x	x	x	x	2%	-2%	3.0%	x	i	0.5
Cc1ccc(-c2nc(C#N)c(NCCc3ccccn3)o2)cc1	8%	10%	-1.8%	-1	18	-1%	-5%	1.2%	1.1	i	0.6
COc1ccccc1N1CCN(CCC(=O)Nc2cccc(Cl)c2)CC1	x	x	x	x	x	1%	6%	17%	x	i	0.4
COc1ccccc1NC(=O)C1CCCN(S(=O)(=O)c2ccccc2)C1 (stereo not given)	x	x	x	x	x	-5%	0%	1.1%	x	i	0.0
O=C(O)C1CC(=O)N(Cc2cccs2)C1 (stereo not given)	-14%	-10%	-8.1%	-5	7	-6%	-3%	0.0%	1.1	i	8.2
CCCOc1cc(C)c(S(=O)(=O)n2nnc3ccccc32)cc1C	-7%	-5%	-5.5%	0	4	4%	-9%	2.6%	1	i	0.4
CCn1c(-c2cc(-c3cccc(OC)c3)nc3ccccc23)n[nH]c1=S	17%	12%	-9.9%	24	17	-1%	8%	0.7%	1	i	0.4
COc1ccc(CCNC(=O)Cc2ccc(C)cc2)cc1OC	x	x	x	x	x	9%	9%	1.2%	x	i	0.7
Cc1ccc(-n2nnc(-c3cccnc3Cl)n2)cc1	2%	-4%	-4.1%	8	4	1%	-4%	1.7%	1.1	i	1.2
Cn1c(N)c(C(=O)COC(=O)C(Cc2ccccc2)NC(=O)c2ccccc2)c(=O)n(C)c1=O (stereo not given)	-3%	8%	-4.6%	-9	3	-3%	-5%	-0.1%	1.1	i	0.3
CCCOC(=O)c1ccc(NC(=O)c2nc3nc(C)cc(C)n3n2)cc1	-15%	-9%	-6.6%	9	1	0%	-8%	1.6%	1	i	0.5
CC1(C)NC(=O)N(CNc2cc(Cl)ccc2Cl)C1=O	14%	14%	-3.4%	-17	-11	0%	4%	1.4%	1.1	i	1.2
CCOCc1nnc(NC(C)=O)s1	10%	2%	-2.5%	-5	1	1%	-2%	2.0%	1	i	1.9
Cc1cccc2cc(CN(Cc3ccc(F)cc3)C(=O)C(F)(F)F)c3nnnn3c12	-2%	-3%	-0.3%	-4	-4	-5%	-9%	2.7%	1.1	i	0.6
Cc1nc(-c2ccccc2)cn(O)c1=O	14%	66%*	-6.2%	-12	-25	-2%	15%	x	1.1	i	0.4
COc1ccccc1NC(=O)N(C1CCCC1)C1CCN(C(C)=O)CC1	10%	10%	-5.0%	0	-5	0%	-7%	1.9%	1.1	i	2.2
CC(=O)O/N=C1\C(=O)N(Cc2ccc(C)cc2)c2ccccc21	-6%	-1%	-5.8%	33	-23	2%	-1%	x	1	x	x
COc1ccc(CCNC(=O)C2CC3Cn4c(nc5cc(C)c(C)cc54)C3N2C)cc1 (stereo not given)	x	x	x	x	x	0%	-7%	-0.4%	x	i	1.2
CC1CC2(CCCC2)N(C(=O)c2ccccc2)Cc2ccccc21 (stereo not given)	14%	9%	-5.7%	72*	18*	-1%	5%	6.0%	1.1	i	0.5
COc1ccc(CNC(=O)CSCc2cccc(Cl)c2)cc1	-5%	-4%	-1.7%	-3	-9	6%	5%	0.0%	1	i	0.4
O=C(CO/N=C/c1c(Cl)cccc1Cl)NNC(=O)c1cccc(Cl)c1	x	x	x	x	x	2%	2%	1.1%	x	i	0.8
Cc1c(O[C@@H]2O[C@H](CO)[C@@H](O)[C@H](O)[C@H]2O)ccc2c1oc(=O)c1ccccc12	x	x	x	x	x	0%	4%	u	x	i	0.6

Molecules listed so far that have an aryl thioether with sulfur outside any ring (3):
SMILES	human PMI inhibition	human PMI inhibitors	XIAP displacement	WT yeast gro inh	WT yeast gro inh mutant strain	SIAH1 antagonists	Salmonella PhoP GFP	RSV CPE inhibition	TNAP activators	Myeloid diff 2	Myeloid diff 2 GFP+ MAC1+ %
CC1(C)C(CSc2nc3ccccc3[nH]2)C1(Cl)Cl (stereo not given)	0%	3%	0.5%	35	26	-2%	10%	1.1%	1.8	i	0.1
c1ccc(Cc2nnc(Sc3ccccc3)c3ccccc23)cc1	10%	10%	-0.9%	42	38	0%	-8%	5.9%	1.1	i	5.0
O=C(CSc1nnc(-c2ccco2)n1-c1ccccc1Cl)Nc1cccc(C(=O)O)c1	x	x	x	x	x	-4%	-7%	0.7%	x	i	0.0
